Screening data deposited in PubChem BioAssay by National Center for Advancing Translational Sciences (NCATS).
Coupling enz: qHTS Assay for Inhibitors of Fructose-1,6-bisphosphate Aldolase from Giardia Lamblia: Coupling assay counterscreen; coupling enzyme system counterscreen, AmpLite Red fluorescence; activity change, negative = inhibition, % at 58.2 µM, hits read low; 0.67% of 290,000 active; in the data active means activity change below about -30%; further: on the % scale 0 is the no-effect control and ±100 the full control effect
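Final compound at 57.5 uM, incubated 10 min at RT with coupling enzyme reagent (glyceraldehyde-3-phosphate), then 20 min with substrate and AmpLite Red detection. Fluorescence read at 525/598 nm; tests interference with the coupling assay, not aldolase inhibition.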
Giardia kill: Small Molecules that selectively kill Giardia lamblia: qHTS. Giardia lamblia trophozoite viability. activity change, % at 7.66 µM, hits read low. 0.15% of 340,000 active. AID 540267, 2011; in the data active means activity change below about -80%; inconclusive means between about -30% and that limit;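 further: parasites exposed to compound for two days anaerobically before the ATP read; on the % scale 0 is the no-effect control and ±100 the full control effect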
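Trophozoite viability was measured as ATP-dependent luminescence, read 15-30 min after reagent addition. Before that, parasites at 100 cells/well were exposed to compounds for 48 h, anaerobically, at 37 deg C.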
MLL CXXC-DNA inh: qHTS Fluorescence Polarization Assay for Inhibitors of MLL CXXC domain - DNA interaction; Potency, µM (highest dose often 115 µM), without a hit: at the top dose activity change, negative = inhibition, hits mostly inhibitors; MLL-CXXC / FITC-HOXA9 DNA fluorescence polarization; AID 2662, 2010; Histone-lysine N-methyltransferase 2A (Homo sapiens), Q03164; 0.037% of 290,000 active; active means well fitted inhibition curve with a large enough effect in the polarisation, with a control signal flat, not every such curve was filed as active; inconclusive means small, poorly fitted or top-dose-only effect, or effect the other way, or a change in a side signal; inactive means no such curve, though single readings can be large or run the other way; the % refers to the polarisation; further: potency means the concentration at half of the fitted maximal effect
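Fluorescence polarization: 7 uM MLL-CXXC (stock) preincubated 5 min with compounds, then 50 nM fluorescein-HOX-A9 DNA (stock) added; 30 min ambient. Buffer 50 mM Tris-HCl pH 7.5, 50 mM NaCl, 1 mM DTT, 0.05% BSA.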
KCNH2 WT inh: qHTS for Inhibitors of KCHN2 3.1: Wildtype qHTS; U2OS, BacMam KCNH2, thallium flux FluxOr; stronger effect = lower value; activity change, % at 1.84 µM; 0.37% of 340,000 active;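 active means maximum activity change below -70%; inconclusive means maximum activity change between -70% and -50%; inactive means maximum activity change above -50%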; further: on the % scale 0 is the no-effect control and ±100 the full control effect
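U2OS cells transduced with wild-type KCNH2 virus are loaded with FluxOr dye for 45 min, and thallium flux is measured in kinetic reads before and after stimulation buffer. Rate constants are normalized to DMSO controls.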
A-T KAP1 phos: qHTS Assay for Identifying a Potential Treatment of Ataxia-Telangiectasia; Potency, µM (doses to about 57.5 µM), for inactives: at the top dose activation, most hits filed as activators; […] A-T fibroblasts, KAP-1 phosphorylation AlphaLISA; neocarzinostatin DNA damage 30 min before lysis; 0.19% of 320,000 active; AID 485349, 2010; further: potency means the concentration at half of the fitted maximal effect; % of control where 0% means no effect; nearly all actives have a fitted effect of over 45% in size
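ATM-like activity read as KAP-1 phosphorylation via AlphaLISA donor/acceptor antibody pairs after lysis and 6 hr at 25C. Cells were ATM-null patient fibroblasts ([…], hTERT), dosed 60 min, then exposed to the DSB inducer NCS for 30 min.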
Chronic BCR inh: qHTS Assay to Find Inhibitors of Chronic Active B-Cell Receptor Signaling | ABC-DLBCL IkBa-CBG/CBR reporter, luminescence ratio, 4 h | Potency, µM (highest dose often 46.1 µM), for the others: at the highest dose ratio change, negative = lower green/red ratio, hits mostly inhibitors | 0.05% of 340,000 active | AID 493014, 2011; active means well fitted inhibition curve with a large enough effect in the signal ratio, with a control signal flat, not every such curve was filed as active; inconclusive means small, poorly fitted or top-dose-only effect, or effect the other way, or a change in a side signal; the % refers to the signal ratio;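 further: potency means the concentration at half of the fitted maximal effect; plate controls were basal doxycycline-induced cells for no effect and cells given 10 µM MG132 for full effect; MG132 reads +100%, hits lower the ratio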
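Cell line TMD8 (human ABC DLBCL), stably expressing tet-inducible CBG68-IkBa fusion and CBR; IMDM/0.5% FBS; cpd up to 46 uM; dox induction, 4 h, 37C/5% CO2; dual luminescence; green/red ratio; MG132 control.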
TCR activator: Activators of T cell receptors: qHTS campaign | primary human leukocytes, anti-CD3, IL-2 HTRF, 48 h | Potency, µM (highest dose often 9.22 µM), inactives show top-dose activation of IL-2 secretion, most hits filed as activators | 330,000 tested, under 10 active | AID 504894, 2011; further: % of control where 0% means no effect
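Human primary leukocytes + a-CD3 beads + cpd, 48 hr; IL-2 in supernatant by HTRF (ex 320nm / em 665nm). No co-stimulatory signal supplied.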
GALK inh: qHTS Assay for Inhibitors of Human Galactokinase (GALK) | P51570 | Purified GALK, Kinase-Glo residual ATP luminescence | Potency, µM (series often up to 57.5 µM), without a hit: at the highest dose activity change, negative = inhibition, actives largely listed as inhibitors | 0.007% of 270,000 active; further: potency means the concentration at half of the fitted maximal effect; on the % scale 0 is the no-effect control and ±100 the full control effect
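The enzyme phosphorylates galactose (100 uM) using ATP (35 uM); inhibition is detected as higher residual ATP, quantified by bioluminescence after 1 h reaction at room temperature, pH 8.0.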
TSHR antagonist: Antagonists of the Thyroid Stimulating Hormone Receptor: HTS campaign. TSHR-expressing cells, TSH-stimulated cAMP HTRF, 2 h; stronger effect = lower value. activity change, negative = inhibition, % at 11.5 µM. 0.2% of 330,000 active. AID 504810, 2011;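 active means activity change below a set negative limit, meaning inhibition stronger than a set level, cut at about -70% in these data; inconclusive means activity change between two set negative limits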; further: on the % scale 0 is the no-effect control and ±100 the full control effect
Target sequence (P16473 whole entry, looked up): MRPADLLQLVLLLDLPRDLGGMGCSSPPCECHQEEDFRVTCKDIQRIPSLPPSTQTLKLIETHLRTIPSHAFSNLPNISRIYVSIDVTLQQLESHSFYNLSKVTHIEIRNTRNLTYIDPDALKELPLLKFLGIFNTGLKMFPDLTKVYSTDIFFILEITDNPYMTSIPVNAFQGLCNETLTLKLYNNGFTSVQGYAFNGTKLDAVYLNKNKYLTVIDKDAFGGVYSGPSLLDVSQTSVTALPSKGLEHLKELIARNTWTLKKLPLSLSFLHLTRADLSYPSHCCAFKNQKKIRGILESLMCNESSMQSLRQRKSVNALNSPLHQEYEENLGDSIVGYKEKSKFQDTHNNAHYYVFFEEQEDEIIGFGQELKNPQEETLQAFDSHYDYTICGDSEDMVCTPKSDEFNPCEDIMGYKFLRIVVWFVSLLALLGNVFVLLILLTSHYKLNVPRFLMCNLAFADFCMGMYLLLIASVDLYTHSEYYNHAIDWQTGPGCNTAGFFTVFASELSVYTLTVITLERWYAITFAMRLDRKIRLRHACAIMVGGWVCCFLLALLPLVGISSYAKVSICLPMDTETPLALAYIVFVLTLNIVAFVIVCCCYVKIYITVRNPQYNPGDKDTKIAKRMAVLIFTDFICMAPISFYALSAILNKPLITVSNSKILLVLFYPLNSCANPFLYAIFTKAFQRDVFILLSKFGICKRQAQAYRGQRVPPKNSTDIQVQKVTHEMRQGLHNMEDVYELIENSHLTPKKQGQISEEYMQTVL
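TSHR-expressing cells, 200/well, pre-treated with compound, then stimulated with EC80 TSH (4nM final) for 2 hours at 37 deg C. cAMP measured by competitive HTRF: anti-cAMP cryptate antibody in lysis buffer plus cAMP-d2, read after 30 minutes at room temperature.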
Tb PFK inh: qHTS Assay to Find Inhibitors of T. brucei phosphofructokinase | ATP-dependent 6-phosphofructokinase (Trypanosoma brucei brucei), O15648 | T. brucei PFK, ADP-Glo luminescence | Potency, µM (titrated, usually from 57.5 µM), without a hit: at the top dose activity, negative = inhibition, usual class: inhibitors | 0.17% of 330,000 active | AID 485367, 2010;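 further: potency means the concentration at half of the fitted maximal effect; 0% = uninhibited 1x PFK enzyme wells and -100% = no-enzyme wells; nearly all actives have a fitted effect of over 60% in size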
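1.25 nM PFK with 0.5 mM F6P and 0.1 mM ATP in 0.1 M TEA pH 8.0, 5 mM MgCl2, incubated 45 min at room temperature; ADP measured by ADP-Glo luminescence; compounds titrated up to 57 uM.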
Starred values were filed as active, the others as inactive; ? = inconclusive; · = no result given; [ ] = another dose, or the depositor's remark. Unless noted, the call rests on the fitted dose curve; in most records, active means well fitted curve in the direction sought with a large enough effect; inconclusive means small, poorly fitted or top-dose-only effect, or another doubt; inactive means no such curve, though single readings can be large; an effect the other way counts as inactive or inconclusive. Hits appear at their usual frequency. Share with any hit: about 1.6%.

mol | Giardia kill | MLL CXXC-DNA inh | Tb PFK inh | Chronic BCR inh | TSHR antagonist | A-T KAP1 phos | KCNH2 WT inh | TCR activator | GALK inh | Coupling enz
CS(=O)(=O)N(Cc1ccc(Cl)cc1)c1ccc(C(=O)NCCSCc2ccco2)cc1 | 5 | 1% | 1% | 18% | -9 | 2% | -2 | 3% | -3% | 5
Cc1cc(C(=O)Nc2ccc(Cl)c(S(=O)(=O)N3CCOCC3)c2)c2ccccc2n1 | 1 | · | 19% | -6% | -4 | 3% | -5 | · | · | ·
CCCCCCCCNC(=O)/C(C#N)=C/c1ccccc1[N+](=O)[O-] | -1 | 0% | 0% | -29% | 15 | 25µM* | -4 | 0%[46.1 µM] | -3% | -3
COc1ccc2[nH]cc(CCNC(=O)Cc3ccc(F)cc3)c2c1 | -4 | -2% | 3% | -2% | 11 | -3% | -2 | -5% | -2% | 0
CCCSc1nnc(N2C(=O)C(O)=C(C(=O)c3ccco3)C2c2ccccc2F)s1 (configuration not stated) | -21 | 12% | 1% | 6% | -3 | -4% | -8 | 9% | 0% | -15
CCOc1cccc(C=NNc2ccc(S(=O)(=O)Nc3ccccc3C(=O)O)cc2[N+](=O)[O-])c1O | 0 | · | 15% | 12% | -10 | 9% | -5 | 0%[46.1 µM] | · | ·
COc1ccccc1C(=O)NNC(=O)c1ccccc1F | -7 | -3% | 2% | ? | 0 | 5% | -25 | 3%[46.1 µM] | 1% | 0
COc1cc(/C=N/NC(=O)CN2CCOCC2)ccc1OCc1ccccc1 | -6 | 6% | -5% | 1% | -3 | 4% | -6 | 11%[46.1 µM] | -1% | -1
O=C(CSc1nnc(-c2ccc(O)cc2)n1Cc1ccccc1)NNC(=O)c1ccc(Br)cc1 | -14 | -7% | 1% | -2% | -12 | 8% | 0 | -6%[46.1 µM] | 0% | 13
CC(C)CC(NC(=O)c1ccccc1)C(=O)OCC(=O)Nc1ccc(Br)cn1 (configuration not stated) | -2 | 1% | 10% | 1% | -2 | 4% | 7 | -5% | 1% | 0
C=CCNC(=O)c1ccc(Cl)cc1Cl | ? | 6% | 5% | -1% | 8 | 3% | 4 | -4% | 0% | 0
Cn1c(SCC(=O)N2CCCCC2)nc2cccnc21 | 8 | -28% | -4% | ? | 7 | -6% | 3 | 15% | -1% | -3
Cc1nc(C(=O)NC(C)C)nn1-c1cc(Cl)cc(Cl)c1 | -11 | 14% | 0% | ? | 14 | 1% | -12 | 7% | 12% | 3
CC(Sc1cccc[n+]1[O-])C(=O)Nc1cccc([N+](=O)[O-])c1 (configuration not stated) | -1 | 2% | -2% | 2% | 1 | 1% | -27 | -2% | 15% | 1
O=C(c1cccc([N+](=O)[O-])c1)n1nc(-c2ccccc2)nc1NCc1ccccc1 | 3 | 7% | 12% | ? | 1 | 3% | 23 | 3%[46.1 µM] | 1% | -2
O=C(Nc1ccccc1OC(F)F)C1CCCN1C(=O)c1cccs1 (configuration not stated) | 7 | 16% | -10% | 0% | 3 | -2% | 0 | -1%[46.1 µM] | 1% | -1
O=C(Nc1cccc(Cl)c1)NC1CC2CCC(C1)N2Cc1cccs1 (configuration not stated) | -20 | 13% | -2% | ? | -2 | -2% | 45 | 3% | -1% | 1
O=C(CNC(=O)c1cccc(F)c1)N/N=C/c1cc(Br)ccc1OCc1ccccc1 | -21 | 2% | -1% | 7% | -12 | 1% | 1 | -8%[46.1 µM] | 2% | -22
COc1ccccc1C(=O)NCCC(=O)NC1CCC(C)CC1 (configuration not stated) | -26 | · | 1% | ? | 4 | 8% | 13 | · | · | ·
CCn1c(C)c(C2=CCN(S(=O)(=O)c3ccccc3)CC2)c2ccccc21 | 13 | -3% | -5% | 0% | -3 | -2% | 3 | -2%[46.1 µM] | 1% | 2
CC(=O)Oc1ccc(C2=NN(c3ccccc3)C(c3ccccc3)C2)cc1 (configuration not stated) | -6 | -2% | 2% | -4% | 6 | 35µM* | 3 | -5% | 1% | 1
COc1cc(C2C(C#N)=C(SC)NC3=C2C(=O)CCC3)ccc1O (configuration not stated) | 7 | -2% | 1% | 2% | 1 | 18% | -5 | 1% | -5% | -2
O=C(/C=C/c1c(Cl)cccc1Cl)Nc1ccncc1 | -21 | 36%[activator] | 0% | -17% | -22 | 4% | 1 | 1% | 1% | 0
Cc1cc(NC(=O)CSc2nnc(C)o2)no1 | 2 | 17% | 0% | 0% | 7 | 3% | -12 | 2% | 4% | ·
N/C(CC(=O)Nc1cccc(C(F)(F)F)c1)=N/O | 4 | -14% | -7% | -3% | 5 | 9% | -4 | 0% | 4% | -1
COc1ccccc1C(=O)Nc1ccnn1C1CCN(Cc2cnn(C)c2C)CC1 | -11 | 19% | -1% | 3% | -2 | 0% | 33 | 3% | 6% | 0
Cc1cccn2c(=O)c(C=O)c(N3CCC4(CC3)OCCO4)nc12 | -1 | 12% | 7% | -12% | 6 | 12% | 1 | -15% | 1% | -2
CCc1nc(SCC(=O)c2cccs2)c2oc3ccccc3c2n1 | -15 | -3% | 7% | 10% | -18 | 1% | 2 | -3% | · | 3
CC(=O)N1CCN(c2ccc(NC(=S)NC(=O)c3ccc(C)c([N+](=O)[O-])c3)cc2)CC1 | -11 | 5% | -1% | -4% | 0 | -7% | -11 | 2% | -2% | -1
CC1(C(=O)Nc2cccc(-n3cnnn3)c2)Cc2ccccc2C(=O)O1 (configuration not stated) | 6 | · | -4% | ? | 12 | 11% | -1 | 4%[46.1 µM] | · | ·
O=C(O)C1=C(OCc2ccc(F)c(F)c2)C(=O)NCC1 | 16 | 1% | 13% | 2% | -1 | -1% | -2 | 4% | -2% | 1
O=C(Nc1ccc(F)cc1)c1ccc2snnc2c1 | -9 | -3% | 0% | ? | 3 | -1% | -12 | -9% | 0% | -1
CCOC(=O)c1c(NC(=O)c2c(C(=O)O)cccc2[N+](=O)[O-])sc(C)c1C | 36[activator] | -11% | 0% | 11% | 11 | -4%[11.5 µM] | 1 | -3% | 0% | 12
COc1cc(SC#N)ccc1N=Cc1c(C)[nH]n(-c2cccc3ccccc23)c1=O | -5 | 0% | -3% | ? | 10 | -6% | -3 | 2% | 3% | 1
Cc1ccc(NC(=O)CCS(=O)(=O)c2ccc(Br)s2)cc1 | -2 | -1% | 1% | 4% | 5 | 5% | 6 | 3% | -3% | -3
CC(=O)Nc1ccc(NC(=O)CCCc2ccccc2)cc1 | 11 | -5% | 1% | 5% | 11 | 14% | 1 | 3% | 0% | -1
CCOC(=O)CSc1n[nH]c(NC(=O)NC(C)C)n1 | -7 | -9% | -1% | -2% | 3 | 7% | 9 | 1% | 1% | 1
COc1ccc(-c2n[nH]c(=S)n2/N=C/C=C\c2ccccc2OC)cc1 | -1 | -2% | -17% | ? | 3 | -14% | -1 | 5%[46.1 µM] | -1% | 0
O=S(=O)(Nc1ccc(N=Nc2ccc(O)c3ccccc23)cc1)c1ccccc1 | 0 | 21% | -5% | 11% | -43 | -7% | -13 | -1% | 2% | -1

In the list so far, these contain a cyano group:
mol | Giardia kill | MLL CXXC-DNA inh | Tb PFK inh | Chronic BCR inh | TSHR antagonist | A-T KAP1 phos | KCNH2 WT inh | TCR activator | GALK inh | Coupling enz
CCCCCCCCNC(=O)/C(C#N)=C/c1ccccc1[N+](=O)[O-] | -1 | 0% | 0% | -29% | 15 | 25µM* | -4 | 0%[46.1 µM] | -3% | -3
COc1cc(C2C(C#N)=C(SC)NC3=C2C(=O)CCC3)ccc1O (configuration not stated) | 7 | -2% | 1% | 2% | 1 | 18% | -5 | 1% | -5% | -2
COc1cc(SC#N)ccc1N=Cc1c(C)[nH]n(-c2cccc3ccccc23)c1=O | -5 | 0% | -3% | ? | 10 | -6% | -3 | 2% | 3% | 1
